High-throughput results from PubChem.
tim10-1 inh: growth inhibitors of tim10-1 mutant yeast | inhibition, % at 20 µM | AID 463190 | actives 2.2% (n = 330,000) | S. cerevisiae tim10-1 ts strain growth, BacTiter-Glo, 24 h;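 active = inhibition of at least 40%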;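 note: mutant grown at 25 °C; 0% = DMSO wells with yeast and 100% = wells holding no yeast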
TIM10 inh: inhibits growth of TIM10 yeast strain; actives 1.4% (n = 330,000); AID 463195; S. cerevisiae TIM10 strain growth, BacTiter-Glo luminescence, 24 h; inhibition, % at 10 µM;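 active = inhibition of 40% or more at the single tested concentration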;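 note: wild-type TIM10 isogenic control strain grown at permissive 25 °C; 0% = DMSO yeast wells and 100% = minimal medium wells without yeast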
APJ antag: blocks the human apelin receptor APJ; P35414; CHO-K1 APJ beta-arrestin complementation, luminescence; inhibition, % at 20 µM; actives 0.32% (n = 330,000);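 active = inhibition above about 40% at 20 µM, limit read from the data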;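 note: cells challenged with 10 nM apelin-13 agonist together with compound; plate controls were apelin-13 plus DMSO wells for no effect and DMSO wells lacking apelin-13 for full effect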
CHOP UPR activ: apoptotic UPR (CHOP) activation; CHO-CHOP luciferase reporter, luminescence; percent of tunicamycin response over DMSO baseline; activation, % at 10 µM; actives 0.34% (n = 330,000); AID 449763;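 active = at 10 µM dose, activation of 40% or more, normalized to positive control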;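 note: 100% = tunicamycin at 10 µg/mL and 0% = DMSO alone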
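System: CHO-CHOP luciferase reporter cell line; amount: 500 cells/well; buffer or medium: F12 medium containing 10% fetal bovine serum; incubation: 6 h compound exposure at 37 °C after overnight seeding; measured by: luciferase luminescence after 10 min with Steady-Glo reagent; evaluation: % reporter activation, DMSO baseline versus tunicamycin full activation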
tim23-1 inh: inhibits growth of tim23-1 mutant yeast. AID 463212. inhibition, % at 20 µM. actives 1.3% (n = 330,000). S. cerevisiae tim23-1 growth, BacTiter-Glo luminescence, 24 h;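 active = growth inhibition of the mutant yeast at or above 50%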;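 note: temperature-sensitive mutant grown at 25 °C; plate controls were DMSO-treated mutant yeast for no effect and medium wells lacking yeast for full effect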
UPR XBP1 act: adaptive UPR (XBP1) activation | CHO-XBP1 luciferase reporter, IRE1-XBP1 UPR activation, luminescence; percent of tunicamycin response, DMSO as zero | activation, % at 20 µM | actives 0.33% (n = 330,000);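 active = versus positive control, 20 µM dose yields 30% or more activation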;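 note: 100% = tunicamycin at 10 µg/mL and 0% = DMSO only wells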
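Material: CHO-XBP1 cells stably carrying IRE1-XBP1-driven luciferase reporter / Amount: 1000 cells per well / Compound: 20 µM, 1% DMSO / Times: 6 h treatment, 37 °C / Detection: luciferase luminescence / Measure: % activation of reporter signal versus tunicamycin and DMSO controls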
Mdm2-MdmX inh: inhibitors of human Mdm2/MdmX interaction; O15151+Q00987; SaOS-2 split-luciferase Mdm2/MdmX complementation, luminescence; inhibition, % at 8 µM; actives 3% (n = 330,000);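 active = inhibition of at least 50% at 8 µM in the primary screen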
Target sequence (O15151 whole entry, looked up): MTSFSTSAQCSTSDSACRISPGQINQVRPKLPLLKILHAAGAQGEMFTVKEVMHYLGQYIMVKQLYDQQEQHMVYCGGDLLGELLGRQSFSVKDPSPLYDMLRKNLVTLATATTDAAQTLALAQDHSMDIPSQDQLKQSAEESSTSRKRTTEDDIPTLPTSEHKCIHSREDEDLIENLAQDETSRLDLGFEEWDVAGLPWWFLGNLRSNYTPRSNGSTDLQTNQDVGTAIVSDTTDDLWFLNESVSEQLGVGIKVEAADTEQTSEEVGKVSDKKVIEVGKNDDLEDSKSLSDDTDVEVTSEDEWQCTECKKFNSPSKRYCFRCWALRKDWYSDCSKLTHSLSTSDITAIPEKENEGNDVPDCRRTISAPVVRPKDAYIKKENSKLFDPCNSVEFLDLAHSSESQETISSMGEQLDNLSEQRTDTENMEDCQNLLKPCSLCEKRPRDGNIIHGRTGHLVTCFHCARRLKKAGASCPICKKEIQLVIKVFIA
Target sequence (Q00987 whole entry, looked up): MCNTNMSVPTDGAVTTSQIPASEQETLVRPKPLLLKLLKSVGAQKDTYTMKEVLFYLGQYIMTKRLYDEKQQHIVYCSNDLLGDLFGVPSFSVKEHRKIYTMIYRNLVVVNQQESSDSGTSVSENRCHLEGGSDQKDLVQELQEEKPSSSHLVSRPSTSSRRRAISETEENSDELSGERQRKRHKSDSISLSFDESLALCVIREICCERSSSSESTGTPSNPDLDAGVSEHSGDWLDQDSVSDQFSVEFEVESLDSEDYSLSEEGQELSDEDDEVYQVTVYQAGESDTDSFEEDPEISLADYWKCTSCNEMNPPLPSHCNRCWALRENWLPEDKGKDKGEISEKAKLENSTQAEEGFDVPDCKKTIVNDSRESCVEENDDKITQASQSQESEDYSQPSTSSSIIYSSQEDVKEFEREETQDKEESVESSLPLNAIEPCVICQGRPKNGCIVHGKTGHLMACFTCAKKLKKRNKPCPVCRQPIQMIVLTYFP
CXCR6 inh: inhibitors of human CXCR6 receptor; O00574; CHO-K1 PathHunter CXCR6 beta-arrestin, luminescence; inhibition, % at 20 µM; actives 0.36% (n = 360,000); AID 602244; in the data active = inhibition above about 34%, passing the limit was not always enough;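 note: antagonist mode with CXCL16 agonist at 10 nM final; 0% = 10 nM CXCL16 with DMSO and 100% = unstimulated wells without agonist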
APJ agonist: APJ receptor agonism. P35414. AID 2520. actives 0.11% (n = 330,000). CHO-K1 APJ PathHunter beta-arrestin, luminescence; 0% DMSO wells, 100% apelin. activation, % at 20 µM;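 active = activation more than six SD over the plate average, tested at 20 µM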;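 note: 0% = DMSO alone and 100% = apelin-13 at 10 nM; some results filed as inactive read as strong as hits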
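Test system: CHO-K1 APJ beta-arrestin complementation cell line. Amount: cell density 1000 per well. Controls: DMSO negative, 10 nM Apelin-13 positive. Signal: luminescent beta-gal fragment complementation, chemiluminescent substrate. Read-out basis: agonist-driven arrestin binding to APJ. Timing: compound stimulation 90 min at 25 °C, detection 60 min.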
An asterisk follows results filed as active; x = no result given.

SMILES	tim10-1 inh	TIM10 inh	APJ antag	CHOP UPR activ	tim23-1 inh	UPR XBP1 act	Mdm2-MdmX inh	CXCR6 inh	APJ agonist
COc1cc(C2C(C(=O)c3cccs3)=C(O)C(=O)N2Cc2ccco2)cc(OC)c1OC (stereo not drawn)	1.2	-22.0	-14.2	-1.9	-0.3	-3.6	2.6	2.4	-3.7
O=C(CCC(=O)OCC(=O)c1ccc([N+](=O)[O-])cc1)NC1CCCCC1	21.5	-18.2	-12.6	8.7	1.6	-1.0	4.1	-6.9	0.5
O=C(Cc1ccc2c(c1)OCCO2)N/N=C/c1ccco1	-21.7	-7.8	6.2	0.7	-6.5	-2.8	3.6	-6.8	3.2
Cc1ccc(S(=O)(=O)NNC(=S)Nc2c(Cl)cccc2Cl)cc1	15.7	16.3	27.2	0.8	7.2	-3.9	19.0	-1.5	0.0
Cc1cc(C)c(C(N)=O)c(SCC(=O)c2cc(C)c(C)cc2C)n1	30.3	34.0	8.2	3.2	26.7	0.6	-12.5	0.6	0.1
COc1ccccc1S(=O)(=O)Cc1ccc(C(=O)NCC(OC)OC)o1	3.7	9.8	11.1	-1.8	2.1	-3.6	-18.6	0.5	-2.5
Nc1ccccc1OCCOCCOc1ccccc1N	6.9	-9.4	4.0	-0.4	4.2	-0.1	-18.2	-0.1	-2.0
Cc1cc(-c2cccs2)c(C#N)c(=S)[nH]1	3.0	-1.7	-1.3	3.9	7.5	0.9	8.8	-7.9	1.8
COc1cccc(/C=N/Nc2ccnc(=O)[nH]2)c1O	14.7	8.2	3.5	1.7	19.3	-5.4	34.8	-1.7	-3.1
Clc1cccc(C2CCN(Cc3nc(COc4ccccc4)no3)C2)c1 (stereo not drawn)	20.9	18.0	14.4	-0.2	14.2	0.7	-11.5	2.3	-3.0
CCCCC(=O)NCc1ccc2c(c1)cc(C)n2C	7.1	14.3	4.8	0.7	1.4	2.0	13.8	4.7	-4.4
O=C(/C=C/Nc1ccc(S(=O)(=O)Nc2ncccn2)cc1)c1ccc2ccccc2c1	8.3	-14.1	-7.4	4.2	-0.4	7.2	46.2	-1.8	0.2
CCOC(=O)c1ccccc1NC(=S)N1CCN(C(=O)c2ccco2)CC1	16.3	2.5	19.3	-0.2	27.0	1.8	24.7	3.4	-2.2
COCc1cc(C)nc2sc(C(=O)Nc3nccs3)c(N)c12	16.7	2.9	-34.6	6.8	28.1	7.4	-16.3	0.6	1.9
O=C(c1ccco1)N1CCN(Cc2cc(=O)c(OCc3ccccc3F)co2)CC1	3.1	2.8	10.7	0.1	14.9	-1.4	-3.0	1.6	-1.4
Cc1ccc(NC(=O)c2ccccc2-c2cc(C)no2)cc1	14.0	7.3	15.9	-1.5	3.9	-0.7	-4.6	-4.1	0.3
O=C(COC(=O)c1cnccn1)NCc1ccccc1	3.5	-19.8	39.3	-0.2	-4.6	-1.0	14.4	2.3	-3.1
COc1ccccc1N(CC(=O)NC(C)(C)C)C(=O)c1ccc(Cl)nc1	10.4	-3.3	-9.4	-1.4	20.4	-1.4	22.0	2.8	-1.7
COc1ccc(Cn2c(-c3ccc(OC)c(O)c3)nc3ccccc32)cc1O	10.5	5.6	-9.3	3.6	25.2	-2.5	7.1	-6.8	0.3
CCOC(=O)c1ccc(NC(=S)N(Cc2cccnc2)Cc2ccco2)cc1	-3.4	7.9	0.1	0.0	-466.8	-2.6	-3.8	-2.8	2.0
Cc1cc(C)c(NC2=CC(=O)CC(C)(C)C2)c(C#N)c1	13.9	-13.3	12.6	-0.4	16.9	-2.4	12.8	-2.5	-4.3
O=C(Cn1c(-c2ccccn2)nc2ccccc21)N/N=C/c1cccnc1	-8.7	6.9	13.2	-0.2	4.9	0.7	-10.2	-9.1	-0.1
O=C(Nc1ccc2c(c1)OCO2)C1CCN(C(=O)c2ccc([N+](=O)[O-])cc2)CC1	19.3	-9.9	1.3	-0.3	6.4	1.2	19.4	-0.6	-2.4
CCN(c1ccccc1)S(=O)(=O)c1ccc(OC)c(OC)c1	9.8	-1.5	5.4	-1.9	11.2	-1.7	13.0	5.1	-5.2
Cc1ccccc1CSCC(=O)Nc1ccccc1F	19.9	12.9	-12.5	9.0	28.3	-2.5	-35.5	9.4	-3.5
SMILES	tim10-1 inh	TIM10 inh	APJ antag	CHOP UPR activ	tim23-1 inh	UPR XBP1 act	Mdm2-MdmX inh	CXCR6 inh	APJ agonist
COc1ccc(C(=O)Nc2cc3c4c(c2)CC(=O)N4CCC3)c(OC)c1	23.9	-0.7	-2.3	4.8	16.7	4.2	-6.4	-5.0	7.4
O=C(c1cc(-c2ccncc2)nc2ccc(Cl)cc12)N1CCN(Cc2ccc3c(c2)OCO3)CC1	8.3	22.2	-0.7	-0.5	-12.4	0.9	40.5	2.8	6.7
O=C(c1ccc2c(=O)n3c(nc2c1)CCCCC3)N1CCN(Cc2ccccc2)CC1	-4.4	2.7	7.3	-1.4	17.1	-1.7	12.1	-1.5	-2.5
CCc1nnc(NC(=O)c2c(OC)cccc2OC)s1	9.2	-18.4	-25.7	0.5	3.1	-1.6	23.9	-0.4	-4.8
NC(=O)c1c(NC(=O)c2cccc(N3C(=O)CCC3=O)c2)sc2c1CCCCC2	0.2	1.6	-2.7	-0.1	16.1	-0.3	6.6	1.5	-11.2
O=C1CCC(N2C(=O)c3ccccc3C2=O)C(=O)N1 (stereo not drawn)	10.0	-0.6	15.2	-0.1	4.7	-3.0	25.7	-6.8	-2.4
N#C/C(=C\c1ccco1)C(=O)Nc1cccc2ncccc12	27.5	9.5	12.5	0.6	26.4	3.1	2.3	12.0	1.7
Cc1ccc(C(C)NC(=O)c2cc3ccccc3oc2=O)cc1C (stereo not drawn)	15.3	8.5	-9.4	1.9	21.4	-1.5	6.6	-9.2	-0.5
CC1CC(C)CN(C(=O)COC(=O)c2ccc([N+](=O)[O-])o2)C1 (stereo not drawn)	20.9	24.6	4.9	-1.6	22.0	0.3	19.3	-28.3	1.4
CCOc1cc(/C=C2\SC(=S)N(C(C(=O)O)c3ccccc3)C2=O)ccc1O (stereo not drawn)	37.0	12.2	49.1*	-2.6	24.6	-2.8	3.5	47.6*	-7.8
O=C(N/N=C/C(Br)=C/c1ccccc1)c1cc(-c2ccco2)[nH]n1	0.0	1.5	-3.4	5.3	-1.5	0.9	45.4	13.0	-2.9
CCC(C)NC(=O)C1CCN(S(=O)(=O)N2CCC3(CC2)OCCO3)CC1 (stereo not drawn)	-4.3	-5.1	6.0	-0.7	-2.6	-1.8	7.6	-3.3	-3.0
Cc1ccc(-c2noc(C3CCN(C(=O)Nc4ccc(C#N)cc4)CC3)n2)o1	1.2	-4.8	-1.0	-1.7	24.9	-1.0	-8.1	-11.5	-1.5
COC(=O)CCc1nc2c(C#N)c(-c3ccc(Cl)cc3)ccn2n1	15.0	-11.8	-2.4	0.0	4.9	-2.9	4.6	-4.6	-0.6
COc1ccc([N+](=O)[O-])cc1N(CC(=O)NCCSc1ccc(C)cc1)S(C)(=O)=O	-0.3	-3.4	-5.5	0.1	6.7	-0.4	4.0	-8.0	1.0
COC(=O)c1ccc(C2/C(=C(/O)c3ccc(OC(C)C)cc3)C(=O)C(=O)N2c2cc(C)on2)cc1 (stereo not drawn)	18.5	11.8	-13.9	0.1	7.0	-3.1	8.1	4.2	1.6
Cc1c(C(=O)N(C)C)sc2nc(-c3ccccn3)[nH]c(=O)c12	-2.5	-11.6	5.3	1.6	0.4	0.4	15.8	-4.3	-7.6
CCOc1ccc(C(=O)CCC(=O)Nc2ccc(C)c(S(=O)(=O)N3CCCCC3)c2)cc1	9.4	13.4	-0.1	0.3	22.7	-2.0	13.4	16.6	1.5
O=C(Nc1cccc(Cl)c1)C1CCCN(c2cnccn2)C1 (stereo not drawn)	-8.5	42.8*	11.1	-1.5	36.7	-5.0	-5.7	-2.3	6.6
O=C(NC(=S)Nc1ccc(CN2CCOCC2)cc1)c1ccc(-c2ccc(Br)cc2)o1	-7.5	7.2	12.3	2.3	34.5	-3.7	39.1	x	-2.7
CC(=O)Nc1ccc(NC(=O)CCCc2ccccc2)cc1	13.9	7.6	6.4	1.8	21.6	-2.2	-23.4	3.4	0.2
COCCC(=O)N1CCC(Oc2ccc(C(=O)NC(C)CCn3cccn3)cc2)CC1 (stereo not drawn)	5.3	-1.5	4.5	0.7	9.5	0.3	-8.1	-4.6	-3.2
Cc1ccccc1OCc1nc(-c2ccc(Br)o2)no1	9.3	-2.7	-15.7	4.1	9.2	6.2	-28.4	-4.1	-0.1
COC(=O)c1c(NC(=S)NC(=O)c2ccco2)sc2c1CCCC2	34.0	8.3	-6.5	3.9	7.6	5.5	16.5	-4.5	-2.1
O=C(CCS(=O)(=O)c1cccc2nonc12)N1CCN(c2ccc(F)cc2)CC1	23.1	5.2	9.7	-0.2	26.2	-0.6	-7.7	-2.7	1.0
SMILES	tim10-1 inh	TIM10 inh	APJ antag	CHOP UPR activ	tim23-1 inh	UPR XBP1 act	Mdm2-MdmX inh	CXCR6 inh	APJ agonist
COc1ccc(CCN2CC(C(=O)N(C)CCn3nc(C)cc3C)CCC2=O)cc1 (stereo not drawn)	18.0	-3.4	3.0	2.8	9.0	-3.3	25.6	1.8	-4.8
OCCC1CN(CC(c2ccccc2)c2ccccc2)CCN1C1CCCC1 (stereo not drawn)	14.6	6.0	12.9	0.9	-2.0	-1.2	-13.7	2.3	-3.2
COc1ccc(C(CNC(=O)C(C)Oc2ccc(Br)cc2)N2CCCC2)cc1 (stereo not drawn)	23.0	18.0	11.9	0.0	9.4	-0.3	17.0	-3.7	-1.6
Cc1ccc(C(=O)c2sc3nc4c(cc3c2N)CCC4)cc1	12.0	3.6	8.1	6.8	-10.5	1.9	-21.4	7.6	-1.6
Cc1cc(=O)[nH]c(N/N=C2/CCCC/C2=C\c2ccccc2)n1	10.8	10.3	7.0	-0.7	-3.7	-0.6	22.1	3.8	-5.6
O=C(Nc1ccc(-c2nc3ncccc3o2)cc1)c1ccc([N+](=O)[O-])o1	27.1	36.0	-46.2	312.7*	64.8*	18.3	55.4*	-8.2	8.3
CCOc1cc(CNc2ccc(Br)cc2)cc(Br)c1OCC(=O)NC(C)(C)C	19.0	18.3	-13.9	-0.2	20.5	-2.1	55.7*	-2.1	2.4

Reformatted: two of the compounds above
| Compound | tim10-1 inh | TIM10 inh | APJ antag | CHOP UPR activ | tim23-1 inh | UPR XBP1 act | Mdm2-MdmX inh | CXCR6 inh | APJ agonist |
| --- | --- | --- | --- | --- | --- | --- | --- | --- | --- |
| OCCC1CN(CC(c2ccccc2)c2ccccc2)CCN1C1CCCC1 (stereo not drawn) | 14.6 | 6.0 | 12.9 | 0.9 | -2.0 | -1.2 | -13.7 | 2.3 | -3.2 |
| COc1cccc(/C=N/Nc2ccnc(=O)[nH]2)c1O | 14.7 | 8.2 | 3.5 | 1.7 | 19.3 | -5.4 | 34.8 | -1.7 | -3.1 |

Only part of the results is shown; count on the stated rates, not on these rows.
